Assay outcomes deposited in PubChem by National Center for Advancing Translational Sciences (NCATS).
RORgamma inh: inhibitors of mouse ROR gamma transcriptional activity. 310,000 compounds, 5.4% hits. Drosophila S2 Gal4-RORgamma UAS-luciferase reporter, 20 h. P51450. Potency, µM (doses to about 53.6 µM), without a hit: top-dose activity change, negative = inhibition, actives largely listed as inhibitors; also: potency is read from the fitted curve at half-maximal effect; % is scaled to controls: 0 for no effect and ±100 for the full control effect; nearly all actives have a fitted effect of over 60% in size
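Stable Schneider cell line, Gal4 DNA-binding domain fused to ROR gamma, UAS-luciferase. Cmpd 1 hr RT → CuSO4 700 uM final → 20 hr RT → luciferase reagent 10 min → luminescence.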
Giardia kill: kills Giardia lamblia. 340,000 compounds, 0.15% hits. activity change, % at 7.66 µM, hits read low. Giardia lamblia trophozoite viability. AID 540267; in the data active = activity change below about -80%; inconclusive = between about -30% and that limit;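 also: parasites exposed to compound for two days anaerobically before the ATP read; % is scaled to controls: 0 for no effect and ±100 for the full control effect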
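Giardia lamblia trophozoites (100 cells/well) were incubated with compounds for 48 h at 37 deg C under anaerobic conditions. Viability was read as ATP content by one-step luminescence after 15-30 min at room temperature.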
Coupling enz: coupling enzyme interference in Giardia aldolase counter-screen; coupling enzyme system counterscreen, AmpLite Red fluorescence; activity change, negative = inhibition, % at 58.2 µM, hits read low; 290,000 compounds, 0.67% hits; in the data active = activity change below about -30%; also: % is scaled to controls: 0 for no effect and ±100 for the full control effect
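Activity here indicates interference with the coupling reaction, not aldolase inhibition. Compounds at 57.5 uM final met coupling enzymes for 10 min at RT; substrate and AmpLite Red detection followed, with a 525/598 nm fluorescence read after 20 min.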
FLuc counter: firefly luciferase modulation, counter-screen for miR-21 project. P08659. purified FLuc, Km substrates, luminescence inhibition. Potency, µM (series often up to 57.5 µM), without a hit: at the top dose activity change, negative = inhibition, hits mostly inhibitors. 360,000 compounds, 6.9% hits;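 also: potency is read from the fitted curve at half-maximal effect; plate controls were vehicle for no effect and reference inhibitor for full effect; nearly all actives have a fitted effect of over 55% in size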
Target sequence (P08659 whole entry, looked up): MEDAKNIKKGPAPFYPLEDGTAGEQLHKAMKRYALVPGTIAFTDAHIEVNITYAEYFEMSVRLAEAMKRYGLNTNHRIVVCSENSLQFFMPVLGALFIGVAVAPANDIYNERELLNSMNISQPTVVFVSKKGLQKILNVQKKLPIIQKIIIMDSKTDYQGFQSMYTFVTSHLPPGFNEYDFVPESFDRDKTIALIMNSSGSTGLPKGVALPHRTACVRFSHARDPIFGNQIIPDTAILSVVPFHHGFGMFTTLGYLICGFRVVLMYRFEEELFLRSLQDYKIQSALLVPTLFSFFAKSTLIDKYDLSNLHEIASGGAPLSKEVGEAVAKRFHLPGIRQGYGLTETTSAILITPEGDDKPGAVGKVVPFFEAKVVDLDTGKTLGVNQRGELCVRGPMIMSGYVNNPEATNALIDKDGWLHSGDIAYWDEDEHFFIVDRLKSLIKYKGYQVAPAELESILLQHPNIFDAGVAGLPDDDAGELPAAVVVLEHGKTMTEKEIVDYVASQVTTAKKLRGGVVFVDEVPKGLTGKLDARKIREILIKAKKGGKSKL
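Purified P. pyralis luciferase (10nM final) with 10uM D-luciferin and 10uM ATP (Km levels) in 50mM Tris acetate pH 7.5, 10mM Mg acetate, 0.01% Tween-20, 0.05% BSA; qHTS 6-point titration, ~60 µM downward; luminescence read.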
VP16 counter: counter-screen for ROR gamma inhibitors: Gal4-VP16 reporter; Drosophila S2 Gal4-VP16 UAS-luciferase, luminescence, 20 h; Potency, µM (titrated, usually from 53.6 µM), without a hit: at the highest dose activity, negative = inhibition, hits mostly inhibitors; 310,000 compounds, 3.5% hits;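 also: Gal4-VP16 expression switched on by copper sulfate through the metallothionein promoter; potency is read from the fitted curve at half-maximal effect; % is scaled to controls: 0 for no effect and ±100 for the full control effect; nearly all actives have a fitted effect of over 50% in size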
uPA generation: inhibitors of cell surface uPA generation; cell surface uPA generation assay, qHTS; Potency, µM (doses to about 38.3 µM), for the others: at the top dose activity change, negative = inhibition, hits mostly inhibitors; 330,000 compounds, 0.31% hits; AID 540303; active = well fitted inhibition curve with a large enough effect; inconclusive = small, poorly fitted or top-dose-only effect; inactive = no such curve, though single readings can be large or run the other way; tested in mouse RAW 264.7 cells; also: potency is read from the fitted curve at half-maximal effect; % is scaled to controls: 0 for no effect and ±100 for the full control effect; nearly all actives have a fitted effect of over 55% in size
ELG1 genotoxic: induces genotoxicity in HEK293T cells with luciferase-tagged ELG1 | 330,000 compounds, 1.3% hits | HEK293T ELG1-luciferase reporter, luminescence, 16 h | Potency, µM (doses to about 46 µM), inactives show at the highest dose activity change, positive = activation, hits mostly activators | AID 504466; also: potency is read from the fitted curve at half-maximal effect; % of control where 0% means no effect; nearly all actives have a fitted effect of over 60% in size
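DMSO vehicle served as control against compound-treated ELG1-luciferase HEK293T cells; exposure lasted 16 hr at 37 °C and 5% CO2, followed by ONE-Glo luminescence detection after 30 min.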
NPC1 promoter act: NPC1 promoter activation | AID 485313 | Potency, µM (highest dose often 9.22 µM), without a hit: at the top dose activation, usual class: activators | Huh7 NPC1 promoter luciferase reporter, 24 h | 320,000 compounds, 2.4% hits;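 also: potency is read from the fitted curve at half-maximal effect; % of control where 0% means no effect; nearly all actives have a fitted effect of over 60% in size; reporter is driven by a mutant NPC1 promoter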
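Quantitative HTS used a cell-based reporter: Huh7 cells stably bearing the NPC1 promoter upstream of luciferase were treated with compounds for 24 h, and promoter activation was read as luminescence.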
Rab9 promoter act: activators of Rab9 promoter; Huh7 Rab9 promoter-luciferase reporter, luminescence, 24 h; Potency, µM (titrated, usually from 9.22 µM), for inactives: top-dose activation, negative = inhibition, usual class: activators; 320,000 compounds, 2.8% hits; AID 485297; also: potency is read from the fitted curve at half-maximal effect; % of control where 0% means no effect; nearly all actives have a fitted effect of over 60% in size
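Steps: seed 1500 Huh7 Rab9-luc cells per well, rest 2 h at 37 °C; add compound in DMSO; incubate 24 h; add luciferase reagent, 10 min ambient; read luminescence.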
KCNH2 3.1 inh: KCNH2 3.1 (human) potassium channel inhibition. U2OS KCNH2 3.1, thallium flux FluxOr; active compounds read low. activity change, % (tested at about 1.8 µM). 340,000 compounds, 0.95% hits. AID 720553;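 active = maximum activity change below -70%; inconclusive = maximum activity change from -70% to -50%; inactive = maximum activity change above -50%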;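 also: thallium influx rate constant from kinetic fluorescence after stimulation buffer; % is scaled to controls: 0 for no effect and ±100 for the full control effect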
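Channel expression came from 3.1 mutant virus (1.77 x 10^8 /mL) applied to suspended U2OS cells for 4 h. Flux was tracked with FluxOr dye plus Red40 quencher, and kinetic rate constants normalized to controls.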
Tb PFK inh: blocks T. brucei phosphofructokinase; Potency, µM (titrated, usually from 57.5 µM), inactives show top-dose activity, negative = inhibition, most hits filed as inhibitors; T. brucei PFK, ADP-Glo luminescence; 330,000 compounds, 0.17% hits; AID 485367; O15648;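 also: potency is read from the fitted curve at half-maximal effect; 0% = uninhibited 1x PFK enzyme wells and -100% = no-enzyme wells; nearly all actives have a fitted effect of over 60% in size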
Target sequence (O15648 whole entry, looked up): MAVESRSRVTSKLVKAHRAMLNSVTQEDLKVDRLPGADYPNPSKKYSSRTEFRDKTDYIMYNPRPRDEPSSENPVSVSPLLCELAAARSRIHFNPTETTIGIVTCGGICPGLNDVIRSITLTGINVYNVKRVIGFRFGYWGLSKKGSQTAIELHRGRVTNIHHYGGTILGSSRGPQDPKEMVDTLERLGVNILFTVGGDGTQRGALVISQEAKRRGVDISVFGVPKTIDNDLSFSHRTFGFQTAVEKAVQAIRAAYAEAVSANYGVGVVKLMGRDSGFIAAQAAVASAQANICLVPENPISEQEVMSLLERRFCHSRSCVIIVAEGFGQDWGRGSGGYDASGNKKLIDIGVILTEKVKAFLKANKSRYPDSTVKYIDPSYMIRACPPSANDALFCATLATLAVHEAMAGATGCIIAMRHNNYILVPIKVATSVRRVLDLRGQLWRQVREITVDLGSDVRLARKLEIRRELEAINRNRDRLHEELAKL
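In TEA buffer at pH 8.0 with 5 mM MgCl2, enzyme (1.25 nM) converted F6P (0.5 mM) and ATP (0.1 mM) for 45 min at room temperature. ADP product was read by luciferase luminescence.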
Starred values were filed as active, the others as inactive; ? = inconclusive; · = no result given; [ ] = another dose, or the depositor's remark. Unless noted, calls follow the shape of the dose curve; as a rule, active = well fitted curve in the direction sought with a large enough effect; inconclusive = small, poorly fitted or top-dose-only effect, or another doubt; inactive = no such curve, though single readings can be large; an effect the other way counts as inactive or inconclusive.

SMILES | RORgamma inh | Giardia kill | Coupling enz | FLuc counter | VP16 counter | uPA generation | ELG1 genotoxic | NPC1 promoter act | Rab9 promoter act | KCNH2 3.1 inh | Tb PFK inh
CC(=O)NCc1ccc(S(=O)(=O)N/N=C/c2ccc(N(C)C)cc2)cc1 | -2.5% | 4.3 | 0.5 | -1.3% | -2.4% | -5.2% | -5.0% | -0.9% | -2.6% | 5.8 | -1.9%
CN1CCC(N2CCCC(C(=O)O)C2)CC1 (stereo not given) | -27.7% | -1.0 | 0.6 | 1.2% | -0.8% | 9.7% | -4.1% | 0.4% | -3.5% | 9.8 | 1.3%
O=C1OCCC1(c1ccccc1)c1ccccc1 | · | -12.2 | · | 1.0% | · | -2.9% | 0.3% | -11.4% | -0.5% | -6.3 | 0.0%
CCCC(=O)Nc1nnc(SCC(=O)N2CCN(c3ccccc3)CC2)s1 | 7.5% | -13.2 | 6.1 | -1.9% | -3.4% | 6.2% | -4.6% | 2.4% | 0.4% | 7.5 | -0.4%
NS(=O)(=O)c1ccc(CNC(=O)c2ccc3ccccc3n2)cc1 | 3.8% | 5.1 | -3.1 | 2.2% | -7.0% | 0.8% | 0.8% | -1.6% | -0.1% | 1.2 | -1.5%
CN(C(=O)CSc1nnc(-c2ccco2)n1Cc1ccccc1)C1CCS(=O)(=O)C1 (stereo not given) | · | 3.5 | · | · | · | 5.8% | 0.6% | -0.2% | 2.3% | -6.2 | -4.5%
Cc1ccc(OCC(=O)Nc2ccccc2[N+](=O)[O-])c(Br)c1 | 30.0% | 0.9 | 1.3 | 2.39µM* | 28.8% | -2.6% | ? | 3.16µM* | 2.82µM* | -7.1 | -2.9%
COc1ccccc1NC(=O)Nn1cnnc1 | -3.0%[10 µM] | -21.9 | -0.6 | -1.8% | -0.2% | 2.4% | 3.3% | 7.7% | 0.7% | 1.7 | -7.9%
COC(=O)C1=C(C)NC(=O)/C1=C\c1cc(C)n(-c2c(C)cccc2C)c1C | -0.3% | 16.3 | -8.7 | -2.8% | 13.2% | 2.3% | 6.8% | -1.9% | 4.8% | 0.5 | -2.1%
CCN(CC)c1ccc(CNc2ccc3c(c2)ncn3CC)cc1 | 48.5% | -12.8 | 0.3 | -5.0% | -19.4% | -4.9% | 3.3% | 1.2% | 2.2% | -5.9 | 1.3%
Cc1ccccc1N1CN(Cc2ccco2)CNC1=S | 10µM* | -2.6 | 0.8 | -1.2% | ? | 0.3% | 1.2% | -2.1% | -10.2% | 15.4 | 0.0%
COc1ccc(/C=N/NC(=O)CC(=O)NCCc2ccccc2)cc1OC | -4.7% | -20.4 | 3.7 | -15.8% | -3.1% | -0.4% | 3.1% | 1.3% | 1.8% | -2.9 | -5.7%
Nc1nonc1NC(=O)CSc1ncccc1C(=O)O | -3.1% | -15.7 | -1.3 | -0.8% | -2.9% | 9.0% | -1.1% | -3.4% | -1.1% | -6.2 | -0.8%
Cc1ccc(-c2c(C(=O)N/N=C/c3ccc4c(c3)OCO4)nnn2-c2nonc2N)cc1 | -18.3% | -13.7 | -2.0 | -14.2% | 0.6% | 4.7% | -1.0% | -5.1% | 2.3% | -1.7 | 3.8%
O=C(NCCS(=O)(=O)NCCc1ccccc1)c1ccc2c(c1)OCO2 | · | 13.3 | · | 12µM* | · | -15.8% | 2.06µM* | 4.47µM* | 3.16µM* | -1.6 | -4.9%
CC1(C)c2ccccc2-c2nc3ccccc3cc2C1O (stereo not given) | -1.3% | -12.4 | -1.4 | 15.1µM* | -5.2% | -0.3% | -0.1% | -5.5% | 4.2% | 5.5 | 1.9%
COC(=O)c1ccc(Oc2c(C(F)(F)F)oc3c(CN4CCN(C)CC4)c(O)ccc3c2=O)cc1 | 16.9% | -2.6 | -21.0 | -9.3% | -6.5% | 6.1% | -1.3% | -1.1% | 0.1% | 1.6 | -5.1%
O=C(C(c1ccccc1)c1ccccc1)N1CC[C@@]2(O)CCCC[C@H]2C1 | -39.8% | -0.4 | 4.5 | -1.4% | -1.9% | 11.9% | -4.0% | -1.0% | 0.8% | 9.5 | 4.4%
COc1ccc(NC(=O)CSc2nnc(-c3ccoc3C)n2CC2CCCO2)cc1 (stereo not given) | 17.8% | -6.0 | 2.7 | -0.7% | -15.6% | -0.8% | -0.3% | 0.0% | 7.6% | 7.0 | -7.2%
O=C(CN1C(=O)C2CC=CCC2C1=O)NC1CCCc2ccccc21 (stereo not given) | 10.8% | 7.1 | 0.4 | -0.2% | 2.9% | 1.6% | -1.1% | -0.6% | -11.9% | -15.4 | -0.5%
Cc1cc(C(F)F)nn1CC(=O)N1CCSCC1 | 7.3% | 0.7 | -1.5 | -2.2% | -8.6% | 2.6% | -0.9% | -2.7% | -0.3% | -7.7 | 3.4%
CCOC(=O)C(Oc1ccc2c(-c3ccc(OC)cc3)cc(=O)oc2c1C)c1ccccc1 (stereo not given) | -0.7% | 3.0 | -0.6 | 0.2% | 3.8% | 1.4% | -4.6% | -1.4% | 0.0% | -32.5 | 0.6%
Nn1c(N2CCCCC2)nc2ccccc21 | -37.4% | ? | 1.7 | -3.4% | 29.4% | -5.9% | 13.8% | -4.1% | -3.2% | -2.0 | 0.7%
CC1CCCC(C)N1C(=O)COC(=O)Cc1ccc(Cl)cc1 (stereo not given) | -1.0% | 0.0 | -2.2 | -0.7% | 6.6% | -3.8% | -1.2% | -3.3% | -10.8%[1.84 µM] | 11.5 | -4.0%
Cc1ccccc1N=Nc1c(N)n[nH]c1N | ? | ? | -3.1 | ? | 17.9% | -24.8% | 5.1% | 15.1% | 12.0% | 14.2 | 1.9%
CN(CC(=O)N1CCN(c2ccccn2)CC1)S(=O)(=O)c1ccc2ccccc2c1 | 1.2% | 0.7 | 4.7 | -1.0% | 1.0% | 11.1% | -17.3% | -1.9% | -2.1% | -7.3 | -1.5%
O=C(NCCC1=CCCCC1)C1CCCN(S(=O)(=O)c2ccc(F)cc2)C1 (stereo not given) | -3.0% | 3.3 | -0.2 | -1.0% | 9.5% | 2.0% | 5.5% | -1.1% | -10.1% | -1.0 | 7.1%
COCCNc1ccc(S(=O)(=O)N2CCCC2)cn1 | -5.7% | -1.6 | 3.8 | -1.8% | -3.6% | 0.4% | 3.0% | 2.3% | 7.3% | -4.9 | -0.1%
CCc1nc(SCC(=O)N2c3ccccc3CC2C)c2c(C)c(C)sc2n1 (stereo not given) | 37.1% | -3.2 | -1.4 | 0.4% | ? | -12.8% | -11.1% | -3.8% | 4.0% | 1.3 | 2.8%
CC(Nc1ccc(F)cc1)=[N+](C)CCNS(=O)(=O)c1ccc(Cl)cc1 | -39.0% | 23.2 | · | 3.1% | 1.0% | -23.7% | -4.4% | -1.4% | -2.9% | -9.1 | 1.0%
COc1cc2c(cc1NC(=O)c1ccc(C)c([N+](=O)[O-])c1)oc1ccccc12 | 6.6% | 27.9 | 1.9 | 6.2% | 1.7% | 2.5% | 7.6% | 0.7% | -1.5% | 0.7 | 0.0%
Cc1ccc(NC(=O)CSCC(=O)Nc2sccc2C#N)cc1 | · | -5.4 | · | 9.4% | · | 14.3% | 1.4% | 2.4% | -3.9% | 0.3 | 1.4%
Cn1cnnc1SCC(=O)c1ccc2c(c1)OCO2 | -3.6% | 2.9 | -0.3 | 0.5% | -0.8% | 1.5% | 11.3% | 5.5% | 5.7% | -5.6 | -0.5%
Cc1ccc(S(=O)(=O)Nc2ccccc2C(=O)N2CCCCCC2)cc1 | 21.8% | -13.3 | -6.2 | 0.8% | 15.7% | 1.1% | -4.6% | 1.0% | 0.7% | -7.1 | -2.6%
CCCCc1nn2c(N)c(/C=C3\C=Nc4ccccc43)c(=O)nc2s1 | 11.4% | -7.4 | 1.4 | -8.1% | -12.6% | 1.6% | 1.8% | 3.8% | -0.3% | · | -8.2%
Cc1ccn2c(NC(=O)c3ccccc3)c(-c3ccccc3)nc2c1 | ? | 12.4 | -1.5 | -10.5% | 7.9% | 2.6% | 2.8% | 1.6% | 9.2% | -0.5 | -2.4%
Cc1cccc(NC(=O)c2oc3c(c2C)C(=O)CC(C)(C)C3)n1 | 26.0% | 22.0 | -0.4 | -14.5% | ? | · | ? | -1.0% | 15.3% | -8.9 | -1.5%
COC(=O)C1=C(C)NC(C)=C(C(=O)OC)C1c1cc2cc(C)ccc2[nH]c1=O | 1.0% | 1.4 | 1.6 | -1.2% | -9.3% | -0.6% | 1.9% | -1.9% | 1.2% | 8.4 | -1.8%
